Source: PubChem BioAssay (several laboratories)
hK5 inh – kallikrein 5 (human) inhibition | Q9Y337 | recombinant hK5, fluorogenic AMC substrate cleavage | inhibition, % at 5 µM | 210,000 tested, 0.59% active | AID 873;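 active = inhibition of 40% or more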;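 also: 0% = enzyme controls without compound and 100% = no-enzyme blanks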
Target sequence (Q9Y337 67-293 limits assumed): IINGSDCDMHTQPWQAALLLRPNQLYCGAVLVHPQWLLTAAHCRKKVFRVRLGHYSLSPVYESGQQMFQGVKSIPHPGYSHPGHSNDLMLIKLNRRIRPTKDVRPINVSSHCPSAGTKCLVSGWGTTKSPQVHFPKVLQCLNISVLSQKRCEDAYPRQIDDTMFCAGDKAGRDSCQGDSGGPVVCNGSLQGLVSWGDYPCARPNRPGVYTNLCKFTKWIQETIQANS
FXIIa inh – blocks human coagulation factor XIIa protease activity; 220,000 tested, 0.3% active; purified FXIIa, Boc-QGR-AMC fluorogenic substrate, 2 h; inhibition, % at 5 µM; in the data active = inhibition above about 40%;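 also: 0% = enzyme with no compound and 100% = blank without enzyme; many of its hits are not listed in these tables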
Target sequence (P00748 20-372 limits assumed): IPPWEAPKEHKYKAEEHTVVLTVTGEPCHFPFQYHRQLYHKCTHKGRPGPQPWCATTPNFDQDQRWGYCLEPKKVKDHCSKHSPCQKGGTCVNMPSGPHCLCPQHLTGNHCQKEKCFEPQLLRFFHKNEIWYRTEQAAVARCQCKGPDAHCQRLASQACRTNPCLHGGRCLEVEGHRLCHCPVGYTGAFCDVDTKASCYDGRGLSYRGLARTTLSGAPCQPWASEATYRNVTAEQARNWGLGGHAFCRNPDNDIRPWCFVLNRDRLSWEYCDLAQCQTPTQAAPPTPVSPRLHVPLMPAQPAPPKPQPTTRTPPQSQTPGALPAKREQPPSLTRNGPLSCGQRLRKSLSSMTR
Target sequence (P00748 373-615 limits assumed): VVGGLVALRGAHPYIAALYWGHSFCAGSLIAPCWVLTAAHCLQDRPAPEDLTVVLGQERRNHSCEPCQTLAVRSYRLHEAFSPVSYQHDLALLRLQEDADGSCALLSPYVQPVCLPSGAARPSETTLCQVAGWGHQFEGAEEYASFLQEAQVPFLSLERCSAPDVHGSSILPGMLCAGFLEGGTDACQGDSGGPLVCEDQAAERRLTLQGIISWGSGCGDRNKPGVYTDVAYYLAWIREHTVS
FXIa inh 1536 – inhibitors of human coagulation factor XIa; purified FXIa, Boc-Glu-Ala-Arg-AMC fluorogenic substrate; inhibition, % at 5 µM; AID 798; 220,000 tested, 0.14% active;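 active = inhibition of at least 40%; inactive = inhibition below 40%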;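 also: fluorescence of freed AMC excited at 355 nm; 0% = enzyme without compound and 100% = no enzyme blank; many of its hits are not listed in these tables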
Furin inh – blocks human furin protease activity | 220,000 tested, 0.061% active | purified furin, fluorogenic substrate cleavage | P09958 | inhibition, % at 30 µM; in the data active = inhibition above about 25%; also: inactives centre near -15
PERK inhibitor – human PERK inhibition, primary cell-based screen; Q9NZJ5; CHO PERK-DD fusion, SEAP luminescence translation reporter; inhibition, % at 5.6 µM; 220,000 tested, 0.17% active; AID 1416;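 active = inhibition above the mean inhibition of all tested compounds plus 3 SD, set separately per screening campaign, cut at about 2.9% in these data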;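 also: PERK kinase domain activated by AP20187 dimerizer at 100 nM; 0% = DMSO with dimerizer and 100% = rapamycin at 8.4 µM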
Thrombin inh – thrombin (human) inhibition; inhibition, % at 5 µM; P00734; alpha-thrombin, Boc-VPR-AMC fluorogenic substrate cleavage; 220,000 tested, 0.26% active;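 active = inhibition at or above 40%; inactive = inhibition below 40%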;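 also: 0% = enzyme with no compound and 100% = wells without enzyme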
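Material: Human alpha-thrombin protein | Buffer or medium: pH 7.5 Tris-saline with Tween 20 | Reagent: Boc-VPR-AMC substrate, 15 µM final | Schedule: Reaction at ambient temperature | Detection: AMC fluorescence at 355 nm excitation and 460 nm emission | Evaluation: Percent inhibition scaled between no-compound controls and no-enzyme blanks | Controls: no-compound enzyme wells and no-enzyme blanks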
Rad51 HR inh – blocks human Rad51 in homologous recombination; inhibition, % at 10 µM; hRad51 DNA strand exchange, fluorescence dequenching; AID 1385; Q06609; 200,000 tested, 0.085% active;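 active = inhibition above 40% at the single screening dose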;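 also: 0% = DMSO control wells and 100% = blanks with heterologous ssDNA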
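System: hRad51 filaments on single-stranded DNA; reagent: Fluorescein- and BHQ1-tagged 47-mer duplex; compound dosing: one concentration, 10 µM final; timing: filaments 15 min 37 °C, then compound 30 min; measured by: fluorescein emission 520 nm, excitation 485 nm; benchmarks: per-plate controls and blanks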
KCC2 mod – modulators of human KCC2 chloride dependent transport. Q9H2X9. KCC2 cells, thallium flux FluoZin-2 fluorescence. B-score of Tl+ flux slope (higher = more flux/activation; lower = inhibition) at 10 µM. 190,000 tested, 2.2% active. AID 1456;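 active = thallium flux slope and its plate-corrected score both differing from the plate sample mean at a set confidence after two filtering rounds, in either direction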;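 also: slope of fluorescence scaled to starting intensity during 10 to 20 s after thallium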
Calpain2 inh – calpain II (pig) inhibition; 220,000 tested, 0.37% active; inhibition, % at 16 µM; purified calpain II, fluorogenic peptide substrate, 30 min;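 active = inhibition above about 50%, limit read from the data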
* hit, by the source's call; . = no result given; [ ] = remark or other dose. Some of the compounds tested (hit frequency here may not be typical).

SMILES	hK5 inh	FXIIa inh	FXIa inh 1536	Furin inh	PERK inhibitor	Thrombin inh	Rad51 HR inh	KCC2 mod	Calpain2 inh
Cn1c(=O)c2[nH]c(N=Nc3ccc(N)cc3N)nc2n(C)c1=O	-1	2	1	-1	-0.2	0	-22	1.6	-13
CCOC(=O)c1nnn(-c2nonc2N)c1CN(CC)CC	2	16	1	-12	0.6	-1	-2	0.71	-5
CCCCCOC(=O)C1=C(C)Nc2nnnn2C1c1ccccc1Cl (stereo not drawn)	-14	13	0	-19[20 µM]	-0.6	2	-1	.	15
COc1cccc(CN2CCN(c3nc4nonc4nc3N3CCCCC3)CC2=O)c1	7	9	4	0	-0.5	-1	.	.	20
O=C(COC(=O)Cc1ccc(Br)cc1)Nc1c(F)c(F)c(F)c(F)c1F	-5	12	4	-11	0.8	-2	18	-0.32	10
COc1ccc(C(=O)C2CCN(C(=O)c3ccc(C)cc3)CC2)cc1	6	18	8	-2[20 µM]	-0.3	4	-9	-1.5	-15
Cc1cc(C)n2nc(C(=O)OCC(=O)Nc3ccc4c(c3)OC(F)(F)O4)nc2n1	-12	6	-4	-14[20 µM]	-0.1	-7	-3	-1	-35
CCOC(=O)CNC(=O)C(CC(C)C)NC(=O)C1CCCCC1 (stereo not drawn)	-17	7	3	-14[20 µM]	-0.1	-5	-3	0.011	8
Cc1cccc(NC(=O)CCCN2C(=S)NC(C)(C)CC2C)c1C (stereo not drawn)	-6	2	-7	-20	-0.3	-7	-5	-1.4	-18
O=C(OCC(=O)c1c[nH]c2ccccc12)c1cccc(O)c1	-8	0	-4	-7	0.1	-6	-22	-3.7	-6
C[C@H]1CC[C@@]2(O[C@@H](CCO)C[C@@H](O)[C@@H]2O)O1	2	7	-1	-42	0.5	1	-4	1.6	11
O=S(=O)(CCN1CCN(C(c2ccccc2)c2ccccc2)CC1)C(F)(F)F	16	12	3	-30	-0.1	-5	4	0.93	-2
COc1ccccc1NC(=O)C1CCN(c2ncccn2)CC1	-2	-1	2	-17	1.0	-1	-3	.	-5
COc1ccc(C(=O)NCCn2ccc3ccccc32)c(OC)c1	-7	8	4	0[20 µM]	0.2	-2	-2	.	-9
O=C1NC(c2ccccc2)Nc2c1sc(=S)n2-c1ccccc1 (stereo not drawn)	-1	6	-2	3	0.6	-7	-7	-1.1	4
Cc1ccc2cc(C)c3nnc(SCC(=O)c4cccs4)n3c2c1C	-10	6	-6	-15	-0.9	-10	11	-1.7	3
Cc1ccccc1C(=O)Nc1cccc(N)c1	-10	-7	8	-14[20 µM]	0.5	2	9	-1.2	-7
CCCCC(O)CN1CCC(c2ccccc2)CC1 (stereo not drawn)	-14	-16	-5	-24[20 µM]	0.6	-12	4	0.8	-32
CCOC(=O)COc1cc([N+](=O)[O-])cc2cccnc12	0	9	-2	-25	0.3	-2	2	1.7	-21
O=C(Nc1cccc(S(=O)(=O)N2CCOCC2)c1)C1CCCN(C(=O)c2ccc(Cl)cc2)C1 (stereo not drawn)	-1	3	-4	-27	1.2	-4	-13	-0.22	23
CCOC(=O)N1CCN(Cc2nc(CC3CC3)no2)CC1	.	3	-2	-1	2.0	-3	.	0.76	-16
CC(C)N1C(=O)C(O)(C2COC(C)(C)CC2=O)c2ccccc21 (stereo not drawn)	-5	-1	-7	-11	0.8	-7	2	-1	-15
O=C(C1CCCN(S(=O)(=O)c2cccc3nonc23)C1)N1CCN(c2ccccc2Cl)CC1 (stereo not drawn)	-9	14	8	-25	-1.2	3	.	-1.2	-40
COCc1cc(/C=N\NC(=O)c2ccc(Cl)cc2)ccc1OC	-19	10	1	2	0.3	-2	-8	-0.63	8
CC(=O)N=c1sc2c3ccccc3ccc2n1C	-5	23	19	-10	0.2	6	0	-1.2	-13
CCOC(=O)CNC(=O)CSc1nnc(-c2ccc(OC)cc2)n1CC	-6	6	-2	-28[20 µM]	1.4	-8	4	0.5	-11
O=C(O)CCCCCN1C(=O)CCC1=O	-4	10	2	-10	0.2	4	-2	.	16
O=C(Cn1cccc1C(=O)c1ccccc1)NCCN1CCOCC1	11	3	1	-26[20 µM]	0.4	-3	9	-0.58	7
Cc1cccc(-c2c3c(=O)n(C)c(=O)n(C)c3cn2-c2ccc(O)cc2)c1	.	.	.	-7[20 µM]	1.4	.	-3	-2.2	.
Cc1nnc(N/N=C/c2cc(C)n(-c3ccc(F)cc3)c2C)n1N	-10	7	2	-31	0.2	4	.	0.13	-5
Cc1ccccc1NC(=O)CSc1nnc(C)c(=O)[nH]1	6	13	1	-21	0.6	-3	1	0.59	-2
COc1ccc(N2C(=O)CCC(C(=O)N(C)CCc3ccccn3)C2c2ccc(OC)c(OC)c2)cc1 (stereo not drawn)	-1	11	1	-22	1.2	-8	11	0.47	-24
CC(=O)c1c(C)[nH]c(C(=O)Nc2ccccc2N2CCOCC2)c1C	13	5	-4	-25	1.2	-3	-8	-0.79	-24
O=S(=O)(/C=C/c1ccccc1)N1CCN(c2nc(-c3ccccc3)nc3ccccc23)CC1	-4	2	-6	-15	0.3	-9	-1	-0.14	-49
CN(C(=O)c1ccc(S(=O)(=O)c2cccc(Cl)c2)c([N+](=O)[O-])c1)C1CCCCC1	-31	-1	-8	1	0.0	-5	1	-0.24	0
C#CCNC(=O)C1=C[C@H](c2ccccc2)[C@@H](CCCO)[C@H](OCC)O1	1	7	0	-27	0.7	-3	-1	1.1	-15
CC1CCN(C(=O)CN(c2ccc(Cl)c(C(F)(F)F)c2)S(C)(=O)=O)CC1	17	10	-3	-13[20 µM]	-0.3	-6	.	-0.057	11
Cc1cc(C)n(-c2ccc(F)cc2)c(=O)c1C(=O)O	-4	10	-2	-6	1.4	2	-5	0.2	11
COc1ccc(CONc2ncnc3nonc23)cc1[N+](=O)[O-]	4	14	4	-9	0.1	-6	-10	0.004	1
Cc1nc2nc[nH]n2c(=O)c1CC(=O)O	-11	-2	-6	-3[20 µM]	0.3	-3	-1	0.044	16

4 compounds from above, limited to Furin inh, FXIa inh 1536 and KCC2 mod:
mol,Furin inh,FXIa inh 1536,KCC2 mod
O=S(=O)(/C=C/c1ccccc1)N1CCN(c2nc(-c3ccccc3)nc3ccccc23)CC1,-15,-6,-0.14
CN(C(=O)c1ccc(S(=O)(=O)c2cccc(Cl)c2)c([N+](=O)[O-])c1)C1CCCCC1,1,-8,-0.24
C#CCNC(=O)C1=C[C@H](c2ccccc2)[C@@H](CCCO)[C@H](OCC)O1,-27,0,1.1
CC1CCN(C(=O)CN(c2ccc(Cl)c(C(F)(F)F)c2)S(C)(=O)=O)CC1,-13[20 µM],-3,-0.057

Continued:
SMILES	hK5 inh	FXIIa inh	FXIa inh 1536	Furin inh	PERK inhibitor	Thrombin inh	Rad51 HR inh	KCC2 mod	Calpain2 inh
CC(=O)OC(C(=O)NC1CCCCC1)c1ccccc1Cl (stereo not drawn)	-5	13	-6	-22	-1.4	2	8	1	-28
CCOc1ccc(NC(=O)N[C@@H](CCSC)C(=O)OC)cc1	8	15	-9	-27[20 µM]	0.3	2	-11	0.45	11
COc1cccc(NC(=O)CN(C)CC(=O)Nc2ccc3c(c2)CCC3)c1	-10	6	-5	-17	0.0	-10	11	-0.35	3
N#C/C(=C\c1cccnc1)C(=O)Nc1cccc(Cl)c1	-2	.	-4	-35	0.9	-5	-2	1.2e-05	-30
C#CCOCCOCCOCCNc1nc(N2CCN(C(=O)[C@H](CCCCN)n3cc([C@@H](N)C(C)CC)nn3)CC2)nc(N2CCN(C(=O)[C@H](Cc3ccc(O)cc3)n3cc([C@@H](N)C(C)CC)nn3)CC2)n1 (stereo partly drawn)	-7	1	-3	-8	0.9	-7	1	0.82	-3
N#Cc1c(N)nc2c(c1-c1cccs1)CCCC2	-13	14	4	-6	0.7	-10	-1	-0.52	13
COc1cccc(SCC2CSc3nc4ccccc4c(=O)n32)c1 (stereo not drawn)	-8	3	-3	-20	1.0	5	5	-0.088	3
Cc1ccccc1CNC(=O)Cc1ccccc1[N+](=O)[O-]	-8	12	3	-23	0.2	-1	.	0.11	-2
O=C(COC(=O)/C=C/c1ccccc1Cl)NCCc1ccc(Cl)cc1Cl	5	4	7	-30	1.0	-3	-2	1.1	9
N#CC1=C(SCc2ccccc2)NC(=O)CC1c1ccc(O)cc1 (stereo not drawn)	31	16	12	-14[20 µM]	1.0	18	-1	-0.091	17
Cc1c(C(=O)O)oc2ccc(S(=O)(=O)NCc3ccc4c(c3)OCO4)cc12	1	13	1	-14	2.6	-2	.	0.44	-3
COc1cc(/C=C/C(=O)O)cc(S(=O)(=O)Nc2ccccc2Cl)c1OC	-12	16	7	-3	1.1	-5	1	0.0017	-21
CCCS(=O)(=O)N1CCN(Cc2ccccc2C(F)(F)F)CC1	14	19	7	-1	1.7	8	8	0.086	4
CCN1CCCC1CNCc1cccc(OC)c1OCc1ccccc1 (stereo not drawn)	-7	2	-5	-15	-0.2	-3	13	0.075	18
CCCSC1=C(C#N)C(c2cccnc2)C(C(=O)OCC)=C(c2ccccc2)N1 (stereo not drawn)	-6	20	0	-18	-0.5	2	21	0.41	-4
Cc1ccc(S(=O)(=O)N2CCCCC2C(=O)NCc2ccco2)cc1 (stereo not drawn)	-14	19	7	-25	0.0	3	6	0.0087	-76
Cc1ccc(NC(=O)CN2C(=O)N/C(=C/c3cc(C)n(-c4cccc(C(=O)O)c4)c3C)C2=O)cc1	-7	5	5	-7	0.2	.	2	-0.83	-101
COc1cc(C(CC(=O)N2CCCC2)c2c(OC)cc(OC)c3c(-c4ccccc4)cc(=O)oc23)cc(OC)c1OC (stereo not drawn)	3	14	4	-14	.	6	2	0.57	-48
C=CCN(C(=O)CNC(=O)c1ccco1)C(C(=O)NC1CCCCC1)c1ccc(F)cc1 (stereo not drawn)	-3	12	1	-30	-1.1	1	.	0.42	32
CCOc1ccc(Cn2nnc(C(=O)NCCc3ccccc3)c2N)cc1	-12	10	2	-35	-0.7	-5	1	.	-19

In a second layout: 2 of the compounds above
molecule,hK5 inh,FXIIa inh,FXIa inh 1536,Furin inh,PERK inhibitor,Thrombin inh,Rad51 HR inh,KCC2 mod,Calpain2 inh
Cc1c(C(=O)O)oc2ccc(S(=O)(=O)NCc3ccc4c(c3)OCO4)cc12,1,13,1,-14,2.6,-2,.,0.44,-3
COc1cc(/C=C/C(=O)O)cc(S(=O)(=O)Nc2ccccc2Cl)c1OC,-12,16,7,-3,1.1,-5,1,0.0017,-21

Following part:
SMILES	hK5 inh	FXIIa inh	FXIa inh 1536	Furin inh	PERK inhibitor	Thrombin inh	Rad51 HR inh	KCC2 mod	Calpain2 inh
Clc1ccc(CSc2nnc([C@@H]3CCCN3)o2)cc1Cl	-15	9	1	-9	-0.3	-7	-10	.	-53
COc1ccc(C(=O)Nc2ccccc2-c2ccccc2)cc1Cl	-15	23	22	-27	0.6	-6	-14	1.2	-2
Cn1cc(/C=N/n2cnc3sc4c(c3c2=O)CCCC4)c2ccccc21	2	11	2	-7	-0.3	4	1	-2.7	-104
O=C(NCc1cccs1)C(=O)NCC1OCCCN1S(=O)(=O)c1ccc(F)cc1 (stereo not drawn)	-10	7	5	-15	-0.1	-2	-15	-0.92	-2
O=C(O)c1ccc(Nc2cc(Cl)c3nonc3c2[N+](=O)[O-])cc1	-3	-3	0	-9	-0.4	-11	3	-0.7	9
Cn1c(SCC(=O)N/N=C/c2ccc([N+](=O)[O-])s2)nnc1-c1ccc(Cl)cc1	-20	14	12	-10	0.7	1	4	0.06	5
O=C(NC1CCCCCCC1)c1ccc2c(c1)OCO2	-2	15	0	-7[20 µM]	0.3	6	-3	-0.45	-20
CCN(CC)S(=O)(=O)c1ccc(-c2nnc(SCC(=O)Nc3nc(C)cs3)o2)cc1	-42	16	6	-6	-0.9	1	-3	0.93	14
